Screening data (PubChem)
EPAC2 ag: EPAC2 (human) agonism. Q8WZA2. Potency, µM (highest dose often 154 µM), for inactives: at the top dose activation, hits mostly activators. EPAC2 activation, biochemical qHTS; response scale: 100% = 6.5 mM cAMP response. AID 720711. hit rate 0.079% among 360,000; note: potency is the fitted concentration of half-maximal effect; nearly all actives have a fitted effect of over 50% in size
Target sequence (Q8WZA2 whole entry, looked up): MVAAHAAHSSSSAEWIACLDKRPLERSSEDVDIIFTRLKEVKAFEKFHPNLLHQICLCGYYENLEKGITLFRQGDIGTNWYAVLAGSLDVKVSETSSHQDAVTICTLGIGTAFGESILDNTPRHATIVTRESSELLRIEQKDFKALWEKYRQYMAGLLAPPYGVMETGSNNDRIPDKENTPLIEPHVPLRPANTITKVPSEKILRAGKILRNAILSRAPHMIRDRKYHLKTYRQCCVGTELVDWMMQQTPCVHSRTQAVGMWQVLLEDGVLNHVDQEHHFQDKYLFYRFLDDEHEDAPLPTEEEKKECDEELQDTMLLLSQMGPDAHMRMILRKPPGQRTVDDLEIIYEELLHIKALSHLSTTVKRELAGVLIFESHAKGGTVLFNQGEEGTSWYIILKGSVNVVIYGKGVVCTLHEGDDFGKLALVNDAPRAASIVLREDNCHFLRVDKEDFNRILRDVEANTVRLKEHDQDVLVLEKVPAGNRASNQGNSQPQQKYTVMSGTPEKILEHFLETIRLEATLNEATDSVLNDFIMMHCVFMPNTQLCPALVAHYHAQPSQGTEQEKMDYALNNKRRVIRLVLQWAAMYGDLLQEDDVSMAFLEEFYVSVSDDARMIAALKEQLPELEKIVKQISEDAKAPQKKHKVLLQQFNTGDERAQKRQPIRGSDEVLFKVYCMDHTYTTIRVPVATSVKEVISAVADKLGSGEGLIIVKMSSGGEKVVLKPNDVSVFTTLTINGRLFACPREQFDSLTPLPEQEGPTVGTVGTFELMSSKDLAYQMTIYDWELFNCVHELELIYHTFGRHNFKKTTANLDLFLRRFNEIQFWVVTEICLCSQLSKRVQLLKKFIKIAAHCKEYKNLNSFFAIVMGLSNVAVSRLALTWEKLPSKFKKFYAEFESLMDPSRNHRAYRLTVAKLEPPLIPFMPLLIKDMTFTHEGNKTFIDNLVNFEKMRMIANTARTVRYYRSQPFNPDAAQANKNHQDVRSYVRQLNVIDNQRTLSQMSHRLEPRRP
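Compounds were titrated in qHTS against a Rap1B-BODIPY-GDP (250 nM) complex with EPAC2 (100 nM) and GDP (50 uM). BODIPY-GDP release tracked at 480/540 nm over 30 min at room temperature, normalized to 6.5 mM cAMP.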
EPAC1 antagonist: EPAC1 (human) antagonism | O95398 | EPAC1 GEF assay, Rap1b-BODIPY-GDP exchange fluorescence | Potency, µM (titrated, usually from 115 µM), without a hit: top-dose activity change, negative = inhibition, most hits filed as inhibitors | hit rate 0.14% among 360,000 | AID 720709;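 note: potency is the fitted concentration of half-maximal effect; plate controls were vehicle for no effect and positive control for full effect; nearly all actives have a fitted effect of over 50% in size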
IL-2 act: IL-2 activation | IL-2 activation reporter assay, cell-based qHTS; stimulated with anti-CD3/CD4/CD28 beads; in transgenic mouse T cells | AID 652025 | hit rate 0.065% among 360,000 | activation, % (series mostly up to about 46 µM); in the data active = activation above about 50%; inconclusive = mostly about 30% to 49%; note: 0% is about no effect
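Readout: EGFP and DsRed signals by fluorescent plate cytometry. Unstimulated transgenic mouse T cells received compound 60 min before antibody-bead stimulation, then incubated 18 h at 37 degrees C.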
PLK1 PBD inh: PLK1 (human) polo-box domain binding inhibition | P53350 | Plk1 PBD binding of FITC phosphopeptide, fluorescence polarization | Potency, µM, without a hit: max response, negative = inhibition, actives largely listed as inhibitors | hit rate 2.8% among 360,000; note: potency is the fitted concentration of half-maximal effect; series mostly up to about 57 µM; % is set by controls: 0 for no effect and ±100 for the full control effect; nearly all actives have a fitted effect of over 65% in size
CCT chaperon mod: changes cytosolic chaperonin activity; purified chaperonin ATPase assay, HTRF ADP detection, 30 min; activity change, % (no concentration beside the values), hits read low; hit rate 0.3% among 360,000; AID 651819; in the data active = activity change below about -30%; note: % is set by controls: 0 for no effect and ±100 for the full control effect
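TRiC (40 or 20 nM final, by batch activity) in 30 mM Tris pH 7.4, 100 mM KCl, 5 mM MgCl2, 1 mM DTT was treated with compound at 76 uM single dose, then 10 uM ATP, 30 min at 37 °C. ADP was read by HTRF Transcreener.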
PI5P4Ka inh: blocks human PI5P4K alpha kinase activity | P48426 | PI5P4Kalpha enzyme, ADP-Glo luminescence, 60 min; hits give low values | max response, % | hit rate 1.2% among 330,000; active = max response of -50% or lower; inconclusive = between -30% and -50%; inactive = -30% or higher; note: value at the top dose of about 77 µM; % is set by controls: 0 for no effect and ±100 for the full control effect
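Luminescence from ADP-Glo served as readout of PI5P4Kalpha activity in a qHTS format. Reaction: enzyme, substrate, compound, ATP at 5 microM final, 60 min at RT.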
EPAC1 agonist: EPAC1 (human) agonism; O95398; EPAC1 agonist qHTS, biochemical assay; response scale: 100% = response to 6.5 mM cAMP; Potency, µM (top dose mostly 154 µM), without a hit: top-dose activation, hits mostly activators; hit rate 0.073% among 360,000; note: potency is the fitted concentration of half-maximal effect; nearly all actives have a fitted effect of over 60% in size
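Fluorescent GDP-exchange assay: 100 nM EPAC1 with 250 nM Rap1B preloaded with BODIPY-GDP and 50 uM GDP; compounds tested as concentration series, 5 min at room temperature, then read every 5 min for 30 min (ex 480/em 540 nm); normalized to 6.5 mM cAMP.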
WRN inhibitor: WRN helicase (human) inhibition | WRN helicase unwinding, fluorescent forked duplex, kinetic | hit rate 0.46% among 360,000 | AID 651768 | Potency, µM (titrated, usually from 114 µM), for the others: top-dose activity change, negative = inhibition, most hits filed as inhibitors | Q14191; note: potency is the fitted concentration of half-maximal effect; % is set by controls: 0 for no effect and ±100 for the full control effect; nearly all actives have a fitted effect of over 55% in size
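WRN at 20 nM final was preincubated with compound for 15 min at room temperature; reaction started with 100 nM forked duplex oligonucleotide carrying fluorophore and quencher plus 2 mM ATP (final). Unwinding followed kinetically by red fluorescence (ex 525/em 598 nm).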
Numbers without * were called inactive; u = inconclusive; x = not tested or not shown; [ ] = remark or other dose. Unless noted, calls come from the whole dose curve; as a rule, active = well fitted curve in the direction sought with a large enough effect; inconclusive = small, poorly fitted or top-dose-only effect, or another doubt; inactive = no such curve, though single readings can be large; an effect the other way counts as inactive or inconclusive.

SMILES	EPAC2 ag	EPAC1 antagonist	IL-2 act	PLK1 PBD inh	CCT chaperon mod	PI5P4Ka inh	EPAC1 agonist	WRN inhibitor
COc1ccc(N2CCN(C(=O)c3ccc(C)cc3Cl)CC2)cc1	4%	3%	3.4	-11%	-11	x	0%	-8%[57.1 µM]
COc1ccc(CN2c3c(Br)cccc3C(=O)CS2(=O)=O)cc1	17%	-25%	-0.4	-14%	-0.4	-8	-11%	-10%
CCOC(=O)C1=C(C)N(CC(C)C)C(=O)/C1=C\c1ccc(OCC(=O)Nc2ccccc2)cc1	-10%	-17%	0.3	-9%	-1.0	1	-12%	-6%
COc1c(C(CC(C)C)OC(C)=O)ccc2c1C(=O)OCc1cc(C)cc(O)c1O2 (stereo unspecified)	-4%	-22%	-0.8	0%	-0.1	-1	-20%	0%
CN(C)C=Nc1nonc1-c1ccccc1	7%	5%	0.1	-2%	3.6	2	6%	-5%
C/C(=N\OCC(=O)Nn1c(C)nc2ccccc2c1=O)c1cccs1	5%	8%	0.2	-12%	-1.9	1	10%	2%
CCCCc1ccc(NC(=O)CN2C(=O)NC(Cc3ccccc3)C2=O)cc1 (stereo unspecified)	-4%	-4%	1.3	3%	0.6	1	4%	3%
COc1cccc(OC)c1OCc1cc(C2C3CCCC=C3C(C#N)=C(N)C2(C#N)C#N)c(C)cc1C (stereo unspecified)	13%	u	2.0	-17%	-0.2	u	10%	-20%
CCCCn1c(N)c(N(CCOC)C(=O)c2oc3c(Cl)cccc3c2C)c(=O)[nH]c1=O	13%	-2%	-3.5	1%	0.6	4	-2%	23%
O=C(c1cc2ccccc2o1)c1cccs1	7%	u	3.8	24µM*	0.1	4	8%	-5%
COc1ccc(-c2nc(CN(C)C(C)c3ccon3)c(C)o2)c(C)c1C (stereo unspecified)	0%	-15%	0.8	-6%	-13	4	1%	-8%
COc1ccc(NC(=O)c2cn(-c3ccccc3)nc2-c2ccncc2)cc1	-3%	6%	-2.9	-4%	-4.4	2	-1%	6%
COc1ccc(C(=O)NCC(=O)N2CC=C(c3ccccc3)CC2)cc1OC	12%	0%	1.6	-14%	1.4	2	-3%	4%
O=C(COC(=O)C12CC3CC(CC(O)(C3)C1)C2)N1CCN(S(=O)(=O)c2ccc(Cl)cc2)CC1	-8%	-1%	-4.6	-11%	0.1	3	1%	0%
CCN1C(=O)CSC1=Nc1cccc(C(=O)O)c1	0%	12%	0.3	-4%	3.0	-4	-1%	2%
CN1CCCCC1(C)C(=O)NCc1cc(Cl)ccc1F (stereo unspecified)	9%	-3%	-0.2	-4%	1.7	-2	13%	0%
CCC(C)Sc1nnc(NC(=O)C2CCN(C(=O)c3ccco3)CC2)s1 (stereo unspecified)	12%	0%	-0.4	-9%	-1.7	0	6%	0%
CS(=O)(=O)n1nc(-c2ccco2)nc1N	5%	0%	-3.6	-10%	3.4	-1	-2%	11%
CC(C)CC(=O)Nc1ccc(C(=O)COC(=O)CN2C(=O)NC3(CCCCC3C)C2=O)cc1 (stereo unspecified)	-6%	7%	-2.1	-3%	-3.0	-22	1%	-8%
Cn1c(=O)cc(SCC(=O)NCc2ccco2)c2ccccc21	-4%	-6%	1.5	-12%	0.3	0	-4%	-3%
CCOc1ccc(Cl)cc1/C=N/NC(N)=O	1%	-15%	-1.1	1%	0.4	0	3%	-1%
CN(C)N1C(N)=C(C#N)C(c2ccsc2)C2=C1CCCC2=O (stereo unspecified)	4%	3%	-2.6	0%	-1.5	-23	11%	-23%
COc1cc(OC)cc(C(=O)N[C@H](C(=O)NC2=NCCS2)C(C)C)c1	6%	9%	-4.5	-3%	-2.6	-3	15%	7%
CC1(Oc2cccc(F)c2)CCN(Cc2csc3ccccc23)C1 (stereo unspecified)	-5%	0%	-0.4	4%	-0.3	17	-4%	0%
COC1=NC2=NCCN2C(OC)=N1	4%	16%	0.3	0%	0.6	-2	6%	10%
CCCCN(CC)C(=O)CSc1cc(=O)n(C)c2ccccc12	-10%	-10%	2.2	-4%	-0.6	-5	0%	2%
O=C(Nc1cccc(F)c1)N1CC=C(c2ccc(Cl)cc2)CC1	14%	-4%	1.5	-9%	-0.5	0	14%	3%
CCN1CCN(C(=O)c2cc3cc(Cl)ccc3[nH]2)CC1	5%	-2%	0.7	-8%	-0.1	1	2%	14%
O=C(O)CC1(CC(=O)Nc2ccc(C(F)(F)F)cc2)CCCC1	6%	-14%	0.7	-13%	0.2	0	-2%	-3%
O=S1(=O)CC(NCc2ccccc2)C(Nc2ccc(Cl)cc2)C1 (stereo unspecified)	-4%	-11%	0.9	-6%	-3.9	16	0%	-6%

Nine structures already listed, sorted by molecular weight, descending.
SMILES	EPAC2 ag	EPAC1 antagonist	IL-2 act	PLK1 PBD inh	CCT chaperon mod	PI5P4Ka inh	EPAC1 agonist	WRN inhibitor
CC(C)CC(=O)Nc1ccc(C(=O)COC(=O)CN2C(=O)NC3(CCCCC3C)C2=O)cc1 (stereo unspecified)	-6%	7%	-2.1	-3%	-3.0	-22	1%	-8%
COc1ccc(CN2c3c(Br)cccc3C(=O)CS2(=O)=O)cc1	17%	-25%	-0.4	-14%	-0.4	-8	-11%	-10%
COc1ccc(NC(=O)c2cn(-c3ccccc3)nc2-c2ccncc2)cc1	-3%	6%	-2.9	-4%	-4.4	2	-1%	6%
COc1cc(OC)cc(C(=O)N[C@H](C(=O)NC2=NCCS2)C(C)C)c1	6%	9%	-4.5	-3%	-2.6	-3	15%	7%
COc1ccc(-c2nc(CN(C)C(C)c3ccon3)c(C)o2)c(C)c1C (stereo unspecified)	0%	-15%	0.8	-6%	-13	4	1%	-8%
O=S1(=O)CC(NCc2ccccc2)C(Nc2ccc(Cl)cc2)C1 (stereo unspecified)	-4%	-11%	0.9	-6%	-3.9	16	0%	-6%
O=C(O)CC1(CC(=O)Nc2ccc(C(F)(F)F)cc2)CCCC1	6%	-14%	0.7	-13%	0.2	0	-2%	-3%
CCOc1ccc(Cl)cc1/C=N/NC(N)=O	1%	-15%	-1.1	1%	0.4	0	3%	-1%
COC1=NC2=NCCN2C(OC)=N1	4%	16%	0.3	0%	0.6	-2	6%	10%

The listing continues.
SMILES	EPAC2 ag	EPAC1 antagonist	IL-2 act	PLK1 PBD inh	CCT chaperon mod	PI5P4Ka inh	EPAC1 agonist	WRN inhibitor
CCn1c(C)c(P(c2ccccc2)c2ccccc2)[n+]2ccccc12	-2%	-2%	1.4	-15%	-5.8	1	-11%	-2%
COc1ccc(-c2nc3cnccn3c2Nc2ccc(C)cc2)cc1	-1%	u	1.2	1%	-0.4	8	2%	-2%
OCC#Cc1cnc2ccccc2c1	4%	-7%	0.4	-5%	-14	-8	3%	-1%
O=C(c1ccco1)N1CCN(C(=O)c2cc(=O)[nH]c3ccccc23)CC1	6%	-2%	3.3	-1%	-0.1	3	-5%	4%
COc1ccc(Nc2c(CC(C)C)nc3nc(C)cc(C)n23)cc1	-5%	23%	-0.6	6%	-1.6	0	-7%	8%
CCN1CCN(c2ccc(S(=O)(=O)N3CCCCC3)cc2NC(=O)/C=C/c2ccc(Cl)cc2)CC1	-2%	-12%	-4.3	4%	-3.9	8	-8%	-10%
Cc1nn(C)c(C)c1NC(=O)c1ccc(S(=O)(=O)N(C)C)cc1	12%	5%	-2.1	-12%	-4.2	x	10%	-6%
CCOc1ccccc1NC(=O)CSc1nc(=O)n(CCN2CCOCC2)c2c1CCCC2	-4%	-3%	-1.2	-3%	-2.2	-5	43%	0%
COc1ccc(S(=O)(=O)N(C)C[C@H]2Oc3ccc(NS(=O)(=O)c4cccs4)cc3C(=O)N([C@H](C)CO)C[C@@H]2C)cc1	10%	-4%	0.6	-9%	2.7	-12	6%	-3%
CCN(CC)S(=O)(=O)c1ccc2oc(C(=O)Nc3ccc(OC)cc3OC)c(C)c2c1	1%	-2%	-1.1	-1%	-0.8	x	4%	-3%
Cc1ccc(N(CC(=O)Nc2cccc(Cl)c2C)S(C)(=O)=O)cc1	11%	-10%	0.8	-12%	-1.5	-6	11%	1%
COc1cc(NC(=O)CN2CCN(c3ccccc3F)CC2)cc(OC)c1	-8%	-15%	-1.5	-13%	-2.4	8	5%	-5%
O=C(Oc1ccc(C(=S)N2CCCCC2)cc1)c1ccccc1	8%	u	1.4	u	1.1	6	2%	1%
COc1ccc2cc(-c3ccn[nH]3)ccc2c1	-6%	-1%	-1.8	7%	1.6	3	-7%	-3%
CCOc1ccc(S(=O)(=O)N2CCCCC2)cc1NS(=O)(=O)c1cccs1	10%	-24%	0.4	-7%	-2.3	1	15%	-3%
Cc1c(CC(Cl)(Cl)Cl)c2c(n1O)CC(C)(C)CC2=O	-13%	13%	-1.1	-2%	-1.9	5	7%	-5%
CC1(C)Cc2c(cnn2-c2ccc(F)cc2)C(NC(=O)CCN2CCCC2=O)C1 (stereo unspecified)	-3%	13%	-2.5	3.4µM*	0.2	u	12%	-2%[11.6 µM]
Cc1ncsc1CCOC(=O)c1ccc(Cl)cc1	1%	6%	1.2	1%	4.2	5	-4%	-3%
Cc1ccc(-c2csc3ncnc(SCC(=O)O)c23)cc1	3%	1%	0.8	1%	-3.9	-70*	1%	-6%
O=C(N/C(=C/c1cccc(Br)c1)C(=O)N1CCOCC1)c1ccco1	-3%	1%	-1.0	4%	0.1	0	-6%	-3%
O=C(/C=C\c1ccc2c(c1)OCO2)NC1(C(=O)Nc2ccc3c(c2)OCCO3)CCCCC1	1%	-16%	3.4	-1%	0.1	29	-2%	5%
CCOC(=O)C1(Cc2ccccc2)CCN(Cc2cnn(C(C)C)c2)CC1	3%	-9%	-0.4	-9%	-0.6	2	-7%	-3%[57.1 µM]
Cn1cc(S(=O)(=O)N2CCN(C(=O)c3ccco3)CC2)c(=O)n(C)c1=O	12%	9%	-2.0	-1%	0.3	2	-9%	7%
Cn1c(N)c(C(=O)CSc2ncn[nH]2)c(=O)n(C)c1=O	15%	-1%	-3.3	-10%	-0.9	-2	11%	-4%
CCOc1ccc(OCC(=O)OCC(=O)NNC(=O)c2ccc([N+](=O)[O-])cc2)cc1	2%	14%	-0.7	4%	0.3	1	4%	6%

Only part of the results is shown; the hit share may differ from the screen's.
